LMPTP block: LMPTP phosphatase inhibitors, primary screen, biochemical, fluorescence intensity, uHTS | Low molecular weight phosphotyrosine protein phosphatase (Homo sapiens), P24666 | recombinant LMPTP-A, OMFP fluorogenic substrate | inhibition, % at 20 µM | 360,000 compounds, 0.22% hits | AID 651560, 2012;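 active means compounds that cut the enzyme signal by at least half of the control window in the single-dose screen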;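 further: plate controls were DMSO wells with enzyme plus substrate for no effect and substrate without enzyme for full effect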
Target sequence (P24666 whole entry, looked up): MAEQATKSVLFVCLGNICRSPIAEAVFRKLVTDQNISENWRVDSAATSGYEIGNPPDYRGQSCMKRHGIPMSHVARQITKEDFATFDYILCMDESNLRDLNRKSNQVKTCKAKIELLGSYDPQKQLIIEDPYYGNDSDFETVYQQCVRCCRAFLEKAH
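Assay system: LMPTP-A phosphatase enzyme | Input: 0.625 nM enzyme | Also added: Fluorogenic phosphatase substrate OMFP at 400 µM final | Compound dosing: One test concentration per compound, 20 µM, with 3% DMSO overall | Schedule: 50 min enzyme reaction at room temperature, protected from light | Signal: Fluorescence intensity | Benchmarks: no-enzyme and uninhibited controls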
Rpn11 block: Rpn11 (PSMD14) deubiquitinase inhibitors, primary screen, biochemical, fluorescence polarization, uHTS. 26S proteasome non-ATPase regulatory subunit 14 (Homo sapiens), O00487. 360,000 compounds, 0.59% hits. AID 588493, 2011. human 26S proteasome, Ub4-pepOG fluorescence polarization; 20S core pre-blocked with epoxomicin. calls only at 20 µM;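 active means inhibition at 20 µM, scaled to each plate's controls, above about 33%, limit read from the data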
Target sequence (O00487 whole entry, looked up): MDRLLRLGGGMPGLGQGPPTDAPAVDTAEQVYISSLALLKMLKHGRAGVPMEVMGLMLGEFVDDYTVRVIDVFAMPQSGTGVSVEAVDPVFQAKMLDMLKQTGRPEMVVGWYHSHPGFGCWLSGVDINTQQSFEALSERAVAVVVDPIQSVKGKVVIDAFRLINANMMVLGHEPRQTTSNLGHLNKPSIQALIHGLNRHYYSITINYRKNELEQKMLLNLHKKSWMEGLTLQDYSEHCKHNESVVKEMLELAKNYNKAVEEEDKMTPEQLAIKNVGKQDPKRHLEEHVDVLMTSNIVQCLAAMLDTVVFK
Scp-1 inhibitor: Scp-1 phosphatase inhibitors, primary screen, biochemical, colorimetric, uHTS; Carboxy-terminal domain RNA polymerase II polypeptide A small phosphatase 1 (Homo …; Recombinant Scp1, phosphopeptide, malachite green phosphate absorbance; inhibition, % at 20 µM; 340,000 compounds, 0.88% hits;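 active means inhibition above about 50% at 20 µM, limit read from the data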;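 further: plate controls were DMSO wells with enzyme for no effect and wells lacking enzyme for full effect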
Target sequence (Q9GZU7 76-261 limits assumed): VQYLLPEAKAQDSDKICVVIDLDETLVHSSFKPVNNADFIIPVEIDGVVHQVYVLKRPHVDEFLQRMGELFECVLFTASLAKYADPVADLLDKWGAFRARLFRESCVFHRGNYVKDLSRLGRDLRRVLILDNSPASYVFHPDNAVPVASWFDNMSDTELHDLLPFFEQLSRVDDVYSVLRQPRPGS
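Material: truncated SCP-1 phosphatase (76-261aa) / Buffer or medium: 50 mM Tris acetate pH 5.5, 0.005% Tween-20, 10 mM MgCl2 / Compound dosing: one concentration, 20 µM, with 1.0% DMSO / Incubation: 45 min room-temperature reaction, 5 min colour, 30 min stabiliser / Detection: colorimetric free-phosphate detection, absorbance 630 nm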
STEP inh: STEP phosphatase inhibitors, primary screen, biochemical, fluorescence intensity, uHTS. AID 588621, 2011. recombinant STEP, OMFP fluorogenic substrate. 360,000 compounds, 0.25% hits. inhibition, % at 20 µM;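 active means inhibition at 20 µM, scaled per plate between control wells, above about 37%, limit read from the data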;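 further: 0% = DMSO with enzyme and substrate and 100% = substrate only without enzyme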
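Test system: STEP tyrosine phosphatase / Reagent: OMFP at 25 µM / Doses: 20 µM, 1% DMSO / Read-out: percent inhibition scaled to no-enzyme and uninhibited-enzyme controls, plate-pattern corrected / Detection: FITC-channel fluorescence of OMFP product / Medium: Bis-Tris buffer pH 6.0, 2.5 mM DTT, 0.005% Tween 20 / Schedule: 20 min at room temperature, dark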
SUMO1 PPI mod: modulators of SUMO1 protein-protein interactions, primary screen, biochemical, uHTS; 360,000 compounds, 0.33% hits; Small ubiquitin-related modifier 1 (Homo sapiens), P63165; inhibition, % at 20 µM; SUMO1 binding to a labelled peptide, TR-FRET, 1 h; in the data active means inhibition above about 37%
Target sequence (P63165 whole entry, looked up): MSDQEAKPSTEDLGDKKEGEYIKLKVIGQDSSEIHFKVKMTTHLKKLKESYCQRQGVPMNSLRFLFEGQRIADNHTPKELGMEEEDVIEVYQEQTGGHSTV
Tb MetRS inh: T. brucei MetRS inhibitors, primary screen, biochemical, luminescence. 360,000 compounds, 0.4% hits. purified T. brucei MetRS, ATP depletion, Kinase-Glo luminescence. inhibition, % at 11.9 µM. methionyl-tRNA synthetase (Trypanosoma brucei brucei);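 active means inhibition above a per-plate cutoff of the control wells' mean inhibition plus 3 SD, cut at about 5.5% in these data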;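 further: 0% = DMSO wells median and 100% = median of wells with control inhibitor compound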
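Test system – parasite MetRS enzyme · Reagent – substrates ATP, L-methionine and bulk Escherichia coli tRNA · Doses – 11.9 µM compound single dose, 0.9% DMSO · Times – 15 min enzyme-compound preincubation, 2 h reaction, 10 min detection, 25 °C · Signal – Kinase-Glo luminescence, ATP depletion format · Controls – DMSO-only wells as low control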
MLLE-PAM2 inh: inhibitors of PABP1 MLLE–PAM2 peptide binding, primary screen, biochemical, fluorescence polarization, FITC-PAM2, GST-MLLE. Polyadenylate-binding protein 1 (Homo sapiens), P11940. inhibition, % at 20 µM. 360,000 compounds, 0.36% hits; in the data active means inhibition above about 35%, passing the limit was not always enough;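 further: plate controls were DMSO wells with GST-MLLE for no effect and wells lacking GST-MLLE protein for full effect; some results filed as inactive read as strong as hits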
DNMT1 inh: human DNMT1 methyltransferase inhibitors, primary screen, biochemical, molecular beacon, fluorescence, HinP1I cleavage, uHTS; DNA (cytosine-5)-methyltransferase 1 (Homo sapiens), P26358; inhibition (reported as % activation of signal), % at 10 µM; 360,000 compounds, 0.83% hits; AID 588458, 2011; in the data active means inhibition above about 50%
NadD block: inhibitors of S. aureus NadD, primary screen, biochemical, colorimetric, uHTS. Nicotinate-nucleotide adenylyltransferase NadD (Staphylococcus aureus N315). purified NadD enzyme, colorimetric absorbance read-out. inhibition, % at 20 µM. 360,000 compounds, 0.78% hits. AID 602399, 2012; in the data active means inhibition above about 26%; further: some compounds past the cut are filed as inactive
CSN inh: inhibitors of CSN-mediated cullin deneddylation, primary screen, biochemical, fluorescence polarization, uHTS; COP9 signalosome complex subunit 5 (Homo sapiens), Q92905; Purified CSN, SCF-Nedd8-OG deneddylation; inhibition, % at 12.5 µM; 360,000 compounds, 0.38% hits;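 active means pattern-corrected inhibition above about 35%, with an unprinted fluorescence ratio check between 0.5 and 1.5, limit read from the data, passing the limit was not always enough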;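 further: 0% = enzyme with substrate and 100% = substrate without enzyme; some results filed as inactive read as strong as hits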
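test system = HEK293T-derived human Csn5 enzyme | amount = 0.24 nM Csn5 enzyme, final concentration | medium = Tris/NaCl/DTT buffer, pH 7.5 | schedule = 90 min reaction at room temperature | signal = FP | evaluation = inhibition of Csn5 cleavage, % | compound dosing = single dose of 12.5 µM compound with 0.25% DMSO | probe or stimulus = 10 nM SCFSkp2-Nedd8OG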
* = called active by the depositor; i = inactive; x = not tested or not shown.

SMILES	LMPTP block	Rpn11 block	Scp-1 inhibitor	STEP inh	SUMO1 PPI mod	Tb MetRS inh	MLLE-PAM2 inh	DNMT1 inh	NadD block	CSN inh
COc1cc2c(cc1OC)/C(=C/c1ccc(Br)cc1)C(=O)OC2	1.0	i	9.2	-3.3	-7.0	0.1	-6.1	-4.3	-5.3	-0.6
CCCC(=O)NCCc1cc2ccc(OC)cc2[nH]c1=O	-0.8	i	-6.8	-1.7	-0.9	0.0	2.3	0.9	-1.8	-2.9
COCCCn1ccc(O)c(Cc2ccc(F)cc2)c1=O	0.6	i	8.6	1.3	10.0	-0.2	-0.6	2.4	4.4	-3.5
COC(=O)c1cc([N+](=O)[O-])ccc1N1CCN(Cc2ccccc2)CC1	-1.0	i	-2.4	-3.2	-19.3	-0.6	7.7	11.8	-0.2	-16.6
Cc1ccc(CNC(=O)C2CCC(=O)N(CCCN3CCOCC3)C2)cc1 (stereo not drawn)	-0.5	i	-6.0	2.4	-3.4	0.1	12.0	-0.4	4.8	5.1
COc1ccccc1C(=O)O/N=C1/CCCc2c1ccc(OC)c2[N+](=O)[O-]	0.0	i	-7.0	-3.8	-3.5	-1.4	17.9	-5.1	1.8	-1.8
CN(C)CCCn1c(=O)n(CCc2ccccc2)c(=O)c2c3c(sc21)CCCCC3	0.0	i	-3.1	4.3	-12.5	-0.6	-7.2	-1.8	-13.0	4.6
[O-]/C(=C(\C(=S)NCc1ccccc1)[n+]1ccccc1)c1ccc(Cl)cc1	1.3	i	-2.5	2.0	1.6	-0.5	-117.8	-5.7	6.7	-2.6
Cc1cc(=O)nc2c3ccccc3n(CC(=O)NCCCN3CCCC3=O)n12	-1.8	i	14.2	-1.8	-1.3	-0.9	-1.3	2.5	-4.0	3.3
COc1nc(Nc2ccccc2)nc(OC)n1	-1.9	i	-6.9	1.3	-3.5	-0.8	3.7	3.1	-3.1	-1.3
Cc1ccc(C(=O)c2nocc2C(=O)c2cccs2)cc1	-3.4	i	-12.7	2.2	-7.5	-1.5	7.3	-0.1	-25.7	-2.1
COc1ccc(C(=O)N2CC(=O)Nc3ccccc32)cc1S(=O)(=O)N1CCCC1	-0.6	i	-4.2	-2.2	0.4	0.3	-1.3	-0.8	1.4	-6.0
Cc1ccccc1NC(=O)C(=Cc1ccc(C(=O)O)cc1)C(=O)Nc1ccccc1C	0.1	i	-5.2	2.1	15.4	-0.1	-14.7	2.7	1.7	6.5
O=C1CCC(C(=O)OCC(=O)c2ccccc2)N1 (stereo not drawn)	-0.1	i	-10.7	-1.1	1.8	-0.4	15.2	0.4	-6.2	-3.5
CC(C)NC(=O)COc1ccc(/C=N/NS(=O)(=O)c2ccccc2)cc1	-3.5	i	-10.1	-3.3	-1.0	-0.2	-25.7	2.7	-0.2	-3.6
COc1ccc(NC(=O)COC(=O)c2cc(C)oc2C)cc1OC	-1.0	i	-7.9	-3.6	8.5	-0.5	-8.0	-2.8	-2.0	-2.0
Cc1cc(C(=O)COC(=O)Cc2n[nH]c(=O)c3ccccc23)c(C)n1CC(F)(F)F	-2.1	i	3.1	-0.5	-0.1	-0.1	-0.8	-0.6	-0.7	0.1
O=C(c1ccc(-c2ccccc2)cc1)N1CCCC1	-0.3	i	-10.4	0.9	-2.3	-0.1	1.8	-7.0	-6.6	-0.4
Cc1ccc(NC(=O)CCN2C(=O)C3CCCCC3C2=O)c(O)c1 (stereo not drawn)	-2.0	i	-2.8	-1.5	0.4	0.2	3.1	-1.5	-3.8	0.8
CC1(C)CC(=O)C(C=Nc2ccncc2)=C(O)C1	0.3	i	0.5	-1.9	0.2	-0.8	-2.5	3.1	-5.7	2.4
CC(C)Cn1c(=O)c(C(=O)NCc2ccccn2)c(O)c2ccccc21	2.2	i	3.9	2.4	2.5	-2.1	7.1	2.2	9.8	-4.8
C=CCNc1nc(NC(C)(C)CO)nc(OC)n1	-0.2	i	-4.9	-0.3	6.5	-0.1	-1.2	0.6	5.1	-2.7
Cc1cccc(CNC(=O)CCc2nnc(C3CCCCC3)o2)c1	-1.5	i	-11.6	1.7	2.0	0.0	-5.7	1.0	-0.6	4.5
Cc1ccccc1N1C(=O)C(Oc2ccc(Cl)cc2)C1CNC(C)(C)C (stereo not drawn)	-0.2	i	-4.9	-4.3	0.3	0.1	1.1	-4.0	-11.7	1.5
O=C(CCN1C(=O)/C(=C/c2ccc(F)cc2)SC1=S)NCCc1cnc[nH]1	8.3	i	-6.3	4.9	-17.9	0.1	23.6	-6.1	17.9	3.1
O=C(CSc1nnc(NC(=O)C2CC(=O)N(c3ccc(F)cc3)C2)s1)NCC1CCCO1 (stereo not drawn)	0.0	i	-4.5	1.4	-1.1	-0.3	-19.6	-9.8	-0.2	1.4
Cc1cc(Cl)ccc1Oc1ncnc2onc(C)c12	0.3	i	-4.6	-4.9	-0.4	0.2	2.2	5.7	-2.3	2.0
COc1cccc(NS(=O)(=O)c2ccc(Br)s2)c1	1.3	i	-4.3	-1.6	0.4	0.3	-42.1	-4.7	2.3	2.6
O=c1c2ccccc2nnn1CSc1nc2ccccc2[nH]1	0.6	i	16.8	16.1	-9.1	-0.5	-7.3	7.9	2.9	0.5
COc1ccccc1-c1nnc(SCC(=O)Nc2nc(-c3ccccc3)cs2)n1C	2.4	i	4.6	1.4	1.6	-0.3	-2.8	-4.4	5.0	-1.8
CCOC(=O)CN1C(=O)N[C@@H](CCc2ccccc2)[C@@H](C(=O)OC)[C@H]1C	1.5	i	-0.2	0.5	18.0	-0.6	13.7	0.5	0.2	-3.7
O=C(NC1CC1)C(Cl)c1ccccc1 (stereo not drawn)	-1.4	i	-4.7	-1.3	5.1	-0.6	6.4	3.1	-6.3	2.2
Cc1cc(C(=O)NNC(=S)Nc2cccc(C(F)(F)F)c2)nn1C	1.2	i	-10.5	1.0	5.0	-0.6	19.4	4.7	-2.7	2.4
O=C(O)CSC1c2ccccc2C(=O)N1c1ccccc1 (stereo not drawn)	0.5	i	-6.9	0.9	-1.8	-0.7	-5.2	4.5	0.9	7.0
O=C(CCC(=O)OC(C(=O)c1ccccc1)c1ccccc1)Nc1ccccc1 (stereo not drawn)	-0.8	i	-35.4	0.3	-1.0	0.4	15.4	4.5	-2.3	3.4
CN(C)c1ccc(-c2csc(C(O)c3ccc(F)c(F)c3)n2)cc1 (stereo not drawn)	3.3	i	x	-0.7	-3.5	-0.2	-5.8	-12.6	4.7	-8.4
COc1ccccc1C(=O)N1CCN(C(=O)c2ccncc2)CC1	-0.8	i	-1.6	1.2	1.2	-1.5	6.4	-5.0	-5.9	2.7
Cc1onc(-c2c(F)cccc2Cl)c1C(=O)Nc1ccc(Cl)c(S(=O)(=O)N(C)C)c1	-1.8	i	-12.7	-0.7	4.6	-0.4	13.8	-2.1	-3.9	2.8
Cc1nc2ccccc2c(=O)n1/N=C/c1ccccc1OC(F)F	0.4	i	-6.0	3.6	1.0	-0.2	-1.0	0.2	-4.0	-4.2
COc1ccccc1NC(=O)C1=C(C)Nc2nc(-c3cccs3)nn2C1c1cccc(O)c1 (stereo not drawn)	-1.1	i	-3.8	9.8	2.6	0.2	0.3	-14.7	9.4	-6.3
CCC(NC(=O)C(C)NC)C(=O)N1CCCC1C(=O)NC1CCCc2ccccc21 (stereo not drawn)	0.7	i	-3.5	-1.6	2.1	-0.2	-3.6	-1.5	0.5	0.9
C=C(C)C(=O)N1CC2(CC(c3cccc(NC(=O)CC(c4ccccc4)c4ccccc4)c3)=NO2)C[C@H]1C(N)=O (stereo partly drawn)	-0.9	i	-0.2	1.9	-3.0	-0.2	1.1	-14.5	-5.8	0.0
COc1cccc(-c2cc3nc(NCc4ccc(C)cc4C)n(C)c(=O)c3s2)c1	5.6	i	x	1.4	-6.8	-0.2	0.1	-23.9	18.3	1.6
CC1(C)ON=C(c2ccc(C(F)(F)F)cc2)NC1=O	-1.4	i	x	1.9	4.3	0.0	3.5	3.1	-3.1	-2.1
O=C(CSc1n[nH]c(=O)n1Cc1ccco1)Nc1ccccc1	-2.9	i	-7.0	-2.3	2.6	-0.5	-3.5	-0.5	-1.1	-1.6
COc1ccc(C2(CNC(=O)C(c3ccccc3)c3ccccc3)CCOCC2)cc1OC	-1.1	i	-6.3	-0.1	4.2	-0.3	-13.3	1.0	-2.0	-2.8
O=C(CSc1nnc(-c2cccnc2)s1)Nc1cccc(C(=O)O)c1	0.2	i	-5.2	-4.7	4.7	0.6	-5.4	0.2	1.5	-2.7
Cc1cccc(NC(=O)c2cc(Cl)nc3ccccc23)c1	-0.3	i	-6.7	-2.1	-6.8	0.0	-13.4	-1.7	-1.4	-1.0

From PubChem BioAssay
